# Gal4-VP16 FLuc – counter-screen for ROR gamma inhibitors: Gal4-VP16 reporter; 310,000 compounds, 3.5% hits; Drosophila S2 Gal4-VP16 UAS-luciferase, luminescence, 20 h; Potency, µM (doses to about 53.6 µM), for the others: at the top dose activity, negative = inhibition, hits mostly inhibitors;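 further: Gal4-VP16 expression switched on by copper sulfate through the metallothionein promoter; potency means the concentration at half of the fitted maximal effect; on the % scale 0 is the no-effect control and ±100 the full control effect; nearly all actives have a fitted effect of over 50% in size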
# Giardia kill – Giardia lamblia killing; Giardia lamblia trophozoite viability; activity change, % at 7.66 µM, hits read low; 340,000 compounds, 0.15% hits; AID 540267; in the data active means activity change below about -80%; inconclusive means between about -30% and that limit;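 further: parasites exposed to compound for two days anaerobically before the ATP read; on the % scale 0 is the no-effect control and ±100 the full control effect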
#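 Giardia lamblia trophozoites (100 cells/well) were incubated with compounds for 48 h at 37 deg C under anaerobic conditions. Viability was read as ATP content by one-step luminescence after 15-30 min at room temperature.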
# Tb PFK inh – blocks T. brucei phosphofructokinase; O15648; T. brucei PFK, ADP-Glo luminescence; Potency, µM (titrated, usually from 57.5 µM), inactives show at the top dose activity, negative = inhibition, actives largely listed as inhibitors; 330,000 compounds, 0.17% hits;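 further: potency means the concentration at half of the fitted maximal effect; 0% = uninhibited 1x PFK enzyme wells and -100% = no-enzyme wells; nearly all actives have a fitted effect of over 60% in size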
# Target sequence (O15648 whole entry, looked up): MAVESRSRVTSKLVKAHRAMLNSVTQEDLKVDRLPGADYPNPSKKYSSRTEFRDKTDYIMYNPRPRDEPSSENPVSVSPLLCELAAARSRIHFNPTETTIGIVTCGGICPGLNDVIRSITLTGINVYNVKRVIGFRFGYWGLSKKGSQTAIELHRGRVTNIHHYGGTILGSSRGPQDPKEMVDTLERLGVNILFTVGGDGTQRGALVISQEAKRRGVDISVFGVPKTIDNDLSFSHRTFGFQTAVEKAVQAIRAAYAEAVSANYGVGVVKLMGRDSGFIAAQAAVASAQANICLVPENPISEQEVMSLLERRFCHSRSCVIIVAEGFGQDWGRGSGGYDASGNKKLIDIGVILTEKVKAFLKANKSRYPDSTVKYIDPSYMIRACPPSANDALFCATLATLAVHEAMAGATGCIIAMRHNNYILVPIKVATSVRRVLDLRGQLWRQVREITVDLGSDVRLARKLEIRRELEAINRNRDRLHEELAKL
#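 Activity is normalized to no-enzyme wells (full inhibition) and 1.25 nM enzyme wells (no inhibition). Reaction: 0.5 mM F6P, 0.1 mM ATP, 45 min RT, ADP-Glo luminescence; concentration-response curves fitted and classed by quality.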
# uPA generation – inhibitors of cell surface uPA generation; 330,000 compounds, 0.31% hits; Potency, µM (titrated, usually from 38.3 µM), for the others: at the highest dose activity change, negative = inhibition, usual class: inhibitors; cell surface uPA generation assay, qHTS; active means well fitted inhibition curve with a large enough effect; inconclusive means small, poorly fitted or top-dose-only effect; inactive means no such curve, though single readings can be large or run the other way; tested in mouse RAW 264.7 cells; further: potency means the concentration at half of the fitted maximal effect; on the % scale 0 is the no-effect control and ±100 the full control effect; nearly all actives have a fitted effect of over 55% in size
# NPC1 promoter act – activates the NPC1 promoter; Potency, µM (series often up to 9.22 µM), for the others: top-dose activation, hits mostly activators; 320,000 compounds, 2.4% hits; Huh7 NPC1 promoter luciferase reporter, 24 h;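 further: potency means the concentration at half of the fitted maximal effect; % of control where 0% means no effect; nearly all actives have a fitted effect of over 60% in size; reporter is driven by a mutant NPC1 promoter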
#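 Stably transfected Huh7 (NPC1 promoter→luciferase), 1500 cells/well in Opti-MEM + 10% FBS, 2 h settle, then compound 24 h at 37 °C. Luminescence after 10 min with Amplite reagent.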
# RORgamma inh – inhibitors of mouse ROR gamma transcriptional activity. P51450. Potency, µM (series often up to 53.6 µM), inactives show at the highest dose activity change, negative = inhibition, hits mostly inhibitors. Drosophila S2 Gal4-RORgamma UAS-luciferase reporter, 20 h. 310,000 compounds, 5.4% hits; further: potency means the concentration at half of the fitted maximal effect; on the % scale 0 is the no-effect control and ±100 the full control effect; nearly all actives have a fitted effect of over 60% in size
#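 Schneider cells (Drosophila), stable Gal4 DBD–ROR gamma + UAS-luc; 1 hr cmpd preincubation; Cu2+ induction 700 uM final; 20 hr ambient; luminescence.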
# Rab9 promoter act – activates the Rab9 promoter | Potency, µM (series often up to 9.22 µM), for the others: at the top dose activation, negative = inhibition, hits mostly activators | 320,000 compounds, 2.8% hits | Huh7 Rab9 promoter-luciferase reporter, luminescence, 24 h | AID 485297; further: potency means the concentration at half of the fitted maximal effect; % of control where 0% means no effect; nearly all actives have a fitted effect of over 60% in size
#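 Luminescence read-out: Huh7 cells stably expressing Rab9-luciferase, treated 24 h with compound at 37 °C, then lysed with luciferase reagent for 10 min at ambient before reading.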
# FLuc counter – inhibits or activates purified firefly luciferase, miR-21 counter-screen; P08659; purified FLuc, Km substrates, luminescence inhibition; Potency, µM (highest dose often 57.5 µM), for inactives: at the highest dose activity change, negative = inhibition, hits mostly inhibitors; 360,000 compounds, 6.9% hits; AID 588342;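 further: potency means the concentration at half of the fitted maximal effect; plate controls were vehicle for no effect and reference inhibitor for full effect; nearly all actives have a fitted effect of over 55% in size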
# Target sequence (P08659 whole entry, looked up): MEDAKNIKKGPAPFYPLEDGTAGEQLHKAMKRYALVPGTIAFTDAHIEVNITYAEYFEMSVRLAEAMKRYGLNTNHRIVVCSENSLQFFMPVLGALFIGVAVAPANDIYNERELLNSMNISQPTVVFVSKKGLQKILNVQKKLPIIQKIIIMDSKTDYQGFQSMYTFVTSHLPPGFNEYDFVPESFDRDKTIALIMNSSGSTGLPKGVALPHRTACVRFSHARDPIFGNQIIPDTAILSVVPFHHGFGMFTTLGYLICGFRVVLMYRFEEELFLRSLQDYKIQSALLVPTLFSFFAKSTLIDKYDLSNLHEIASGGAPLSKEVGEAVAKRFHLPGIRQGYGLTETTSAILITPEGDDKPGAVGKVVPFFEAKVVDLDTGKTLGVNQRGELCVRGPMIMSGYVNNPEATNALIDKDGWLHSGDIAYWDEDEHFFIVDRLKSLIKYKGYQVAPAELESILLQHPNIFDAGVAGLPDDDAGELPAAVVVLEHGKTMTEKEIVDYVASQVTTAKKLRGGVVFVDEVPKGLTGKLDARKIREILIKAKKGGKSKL
#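 Purified P. pyralis luciferase, 10 nM final, with Km-level 10 uM D-luciferin and 10 uM ATP in 50 mM Tris acetate pH 7.5, 10 mM Mg acetate, 0.01% Tween-20, 0.05% BSA; 6-point qHTS titration about 60 µM downward; luminescence read.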
# FBPA coupling cs – coupling enzyme interference in Giardia aldolase counter-screen; coupling enzyme system counterscreen, AmpLite Red fluorescence; AID 2472; activity change, negative = inhibition, % at 58.2 µM, hits read low; 290,000 compounds, 0.67% hits; in the data active means activity change below about -30%; further: on the % scale 0 is the no-effect control and ±100 the full control effect
#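 Fluorescence at 525 nm excitation and 598 nm emission measured inhibition of the coupled detection system without aldolase. Compounds (at 57.5 uM final) were preincubated 10 min at room temperature with coupling enzyme reagent before a 20 min substrate/AmpLite Red step.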
# ELG1 genotoxic – genotoxicity induction in ELG1-luciferase HEK293T cells | HEK293T ELG1-luciferase reporter, luminescence, 16 h | Potency, µM (highest dose often 46 µM), inactives show at the highest dose activity change, positive = activation, usual class: activators | 330,000 compounds, 1.3% hits; further: potency means the concentration at half of the fitted maximal effect; % of control where 0% means no effect; nearly all actives have a fitted effect of over 60% in size
#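 HEK293T cells expressing luciferase-tagged ELG1 were exposed to compound or DMSO vehicle for 16 hr at 37 °C and 5% CO2. Luciferase activity was then measured with ONE-Glo after 30 min at room temperature.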
# KCNH2 3.1 block – blocks the human KCNH2 3.1 channel isoform; AID 720553; 340,000 compounds, 0.95% hits; U2OS KCNH2 3.1, thallium flux FluxOr; stronger effect = lower value; activity change, % (tested at about 1.8 µM);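 active means maximum activity change below -70%; inconclusive means maximum activity change from -70% to -50%; inactive means maximum activity change above -50%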;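 further: thallium influx rate constant from kinetic fluorescence after stimulation buffer; on the % scale 0 is the no-effect control and ±100 the full control effect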
#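 Measured as rate of thallium-driven FluxOr signal in transduced U2OS cells carrying the 3.1 channel, read kinetically for 2 min upon stimulation; values are rate constants scaled to DMSO control wells.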
# Starred values were filed as active, the others as inactive; ? = inconclusive; · = no result given; & = joins results of further samples; [ ] = remark or other dose. Unless noted, the call rests on the fitted dose curve; in most records, active means well fitted curve in the direction sought with a large enough effect; inconclusive means small, poorly fitted or top-dose-only effect, or another doubt; inactive means no such curve, though single readings can be large; an effect the other way counts as inactive or inconclusive. Hits appear at their usual frequency; 14% or so of the library scored in one or more.
SMILES,Gal4-VP16 FLuc,Giardia kill,Tb PFK inh,uPA generation,NPC1 promoter act,RORgamma inh,Rab9 promoter act,FLuc counter,FBPA coupling cs,ELG1 genotoxic,KCNH2 3.1 block
CNC(=O)COC(=O)c1cc2c(C)nn(-c3ccc(F)cc3)c2s1,0%,-4,3%,·,9%,24%,-1%,5%,1,3%,-7
O=C(O)c1ccc(NS(=O)(=O)c2ccc(Cl)c(C(=O)Nc3ccccc3[N+](=O)[O-])c2)cc1,-13%,1,0%,8%,-4%,4%,0%,0%,12,-3%,8
S=C(NCc1ccccc1)Nc1cccc(Cl)c1,13µM*,?,0%,3%,3%,5.6µM*,0%,-14%,3,-3%,-5
O=C(CSc1nc(=O)n(CCCN2CCOCC2)c2c1CCCC2)Nc1ccc(F)c(F)c1,·,11,-10%,-3%,-5%,·,0%,9%,·,-2%,2
O=C(c1cncc(Br)c1)N1CCN(c2ccc([N+](=O)[O-])cc2)CC1,0%,17,-6%,0%,-2%,35%,-1%,-5%,1,6%,?
CC(=O)c1c(N)[nH]c(-c2ccccc2)nc1=S,0.79µM*,-12,-2%,-3%,-2%,0.32µM*,-6%,-4%,-5,-3%,6
CCc1nnc(NS(=O)(=O)c2ccc(NC(=O)c3ccccc3C)cc2)s1,-7%,3,1%,7%,-2%,1%,5%,?,6,3%,-2
C=CCn1c(CCNC(=O)c2cccs2)nnc1SCC(=O)Nc1cccc(F)c1,14%,6,-1%,·,1%,1%,-1%,1%,1,1%,4
Nc1nc(SCC(=O)Nc2ccc(Cl)cc2)[nH]c(=O)c1-c1ccccc1,5%,-12,-2%,-2%,-9%,11%,-2%,-18%,2,-6%,-19
COc1ccccc1NS(=O)(=O)c1cccc(C(=O)N/N=C/c2ccc(N3CCOCC3)cc2)c1,-12%,-5,-1%,-3%,6%,-52%,-4%,-22%,-2,3%,17
CN(c1ccccc1C(=O)Nc1ccc2c(c1)OCO2)S(C)(=O)=O,-10%,-14,-2%,18%,-2%,2%,-3%,-5%,1,1%,2
O=C(CCNC(=O)c1ccco1)NCc1ccccc1,19%,3,-2%,5%,-3%,14%,-2%,2%,2,7%,5
Cc1cccc(N(C(=O)CCC(=O)Nc2cccnc2)C(C(=O)NC2CCCC2)c2ccncc2)c1 (centres undefined),-13%,-10,-3%,1%,-4%,59%,14%,2%,-5,1%,-10
O=C(O)c1ccc(S(=O)(=O)c2ccc3c(c2)C(=O)N(NC(=O)c2ccc(O)cc2)C3=O)cc1,10µM*,-6,-1%,0%,-2%,6.3µM*,-5%,?,12,1%,-11
CC(C)(C)c1cc(C(=O)NCc2cccnc2)ccn1,-6%,-13,1%,4%,-1%,0%,-1%,-9%,2,-6%,1
CSc1ccc(CCNC(=O)CN2C(=O)c3cccnc3Oc3ccc(C)cc32)cc1,-10%,?,1%,5%,-6%,-4%,7%,1%&-18%,-1,-11%,-13
CCCCn1nc2cc(C(=O)N[C@H](C)C3CCCCC3)ccc2c1OCC,0%,-8,-7%,-6%,-1%,2%,-1%,-1%,0,-4%,-21
COC(C[C@H](O)C[C@H](O)COCc1ccccc1)OC,2%,5,-2%,2%,-3%,-1%,-6%,0%,7,1%,-13
CCN1CCN(c2ccc(N3CCN(S(=O)(=O)c4cc([N+](=O)[O-])ccc4C)CC3)nn2)CC1,·,7,-4%,-1%,0%,·,-3%,6%,·,2%,-1
COCCOCC(O)CN1CCN(c2ccc(C)cc2)CC1 (centres undefined),-13%,-23,3%,3%,5%,-9%,6%,1%,-6,5%,-1
CNc1ccn(C2CCCO2)c(=O)n1 (centres undefined),-4%,-2,3%,10%,-1%,-6%,-5%,1%,0,-3%,0
O=C(CSc1nc2ccccc2c(=O)n1CCCO)NC1CC1,·,20,?,12%,-1%,·,2%,0%,·,7%,4
CC1CCN(C(=O)C(C)Sc2nc(-c3ccccc3)cc(C(F)(F)F)n2)CC1 (centres undefined),14%,-5,2%,-1%,-5%,8%,-2%,-7%&4%,-1,-11%,-4
CCOC(=O)C1CCN(c2ncnc3c2cnn3-c2ccc(Cl)cc2)CC1,?,1,-4%,6%,1%,1.4µM*,-2%,?,1,0%,-3
COc1cc(NC(=O)C/C(C)=N/NC(=O)C(OC)c2ccccc2)c(OC)cc1Cl (centres undefined),?,2,0%,-1%,-2%,?,-4%,5%,-3,0%,2
O=C(CN1C(=O)NC2(CCCCC2)C1=O)Nc1ccc(N2CCCCC2)cc1,·,-1,?,1%,·,·,·,·,·,5%,10
O=C1CSC(c2cccc([N+](=O)[O-])c2)N1Cc1ccccc1 (centres undefined),3%,4,3%,-3%,1%,-8%,1%,5%,0,-1%,-28
COC(=O)C1=C(C(=O)OC)[C@@H]2Nc3ccccc3[C@@]23C[C@@H](C(=O)OC)N(C(=O)c2ccc(Br)cc2)C3=N1,-3%,3,1%,-30%,-7%,10%,-1%,0%,-2&1,-4%,-114*
COc1cc(CNC(C)(C)CO)cc(Br)c1OCc1ccc(Cl)cc1,-3%,-8,-1%,4%,1%,-37%,-9%,4%,0,5%,-47
Cc1cc(C)cc(CC2CC(=O)N(c3nc(C)cc(C)n3)C2=O)c1 (centres undefined),18%,-15,3%,1%,29%,0%,?,21µM*,1,15%,-5
CCNC(=O)C(=O)Nc1ccc([N+](=O)[O-])cc1,-5%,11,0%,-1%,0%,16%,9%,-1%,2,1%,3
Cc1nnc(NC(=O)c2ccc(S(=O)(=O)N(C)Cc3ccccc3)cc2)o1,0.56µM*,?,-2%,0%,-3%,0.2µM*,-4%,6%,4,-10%,-2
CC(=O)Nc1cccc(C(=O)OC(C(=O)c2ccc(C)cc2)c2ccccc2)c1 (centres undefined),?,-8,-6%,·,-2%,?,-2%,-1%,·,-6%,-2
Cc1onc(-c2ccccc2)c1-c1ccnc(N)n1,-3%,2,1%,-6%,1%,0%,-3%,-1%,1,-4%,2
CCCCNC(=O)COC(=O)c1c2c(nc3ccccc13)/C(=C/c1cccs1)CC2,?,5,-2%,-10%,-32%[inhibitor],?,-30%[inhibitor],7.6µM*,-7,-12%,-11
Cc1noc(C)c1COc1ccc(C(=O)OCC(=O)NC2CCCCC2C)cc1 (centres undefined),-2%,-15,4%,0%,0%,31%,-3%,6%,3,3%,2
COc1ccc(N=c2oc3cc(O)ccc3cc2C(=O)NCC2CCCO2)cc1 (centres undefined),?,5,0%,·,1%,-40%,-4%,-1%,2,2%,8
Cc1ccc(NC(=S)N/N=C/c2ccc(OCCC(C)C)cc2)c(C)c1,3.2µM*,-3,0%,9%,0%,6.3µM*,-1%,0%,-5,-8%,-3
CCC(CC)C(=O)Nc1c(C)n(C)n(-c2ccccc2)c1=O,4%,-19,-2%,1%,11%,1%,-2%,0%,5,0%,-21
COc1ccc(NC(=O)NCCN2C(=O)C3C4C=CC(C4)C3C2=O)cc1 (centres undefined),-6%,13,3%,-1%,?,-18%,?,?,-1,?,-4
O=C(OC1CCc2ccccc2C1=O)c1ccccc1O (centres undefined),4%,-11,-4%,3%,-4%,?,-5%,12µM*,-8,-32%[inhibitor],5
NNC(=O)CNC(=O)c1ccccc1F,1%,4,-4%,3%,-2%,?,-5%,-4%,4,0%,4
Cc1ccccc1OCc1ccc(C(=O)N2CC(C)OC(C)C2)o1 (centres undefined),-3%,-5,3%,-1%,5%,30%,3%,0%,3,-3%,-9
COc1cccc(CC(NC(C)=O)C(=O)NC2CCN(C(=O)c3ccc(Cl)cc3)CC2)c1 (centres undefined),-6%,-25,-1%,2%,-1%,-14%,0%,1%,1,-2%,3
COc1ccc(/C=N/NC(=O)CN2CCS(=O)(=O)CC2)cc1,5%,12,-6%,7%,0%,-15%,0%,-2%,-2,4%,0
Cc1ccc(C)c(N2N=C(C(=O)Nc3ccc(N4CCOCC4)cc3)CCC2=O)c1,·,30,0%,-3%,7%,·,18%,2%,·,-1%,3
Cc1cc(N/C=C/C(=O)c2ccc(Br)cc2)no1,5%,17,-1%,10%,?,12%,?,?,1,?,1
Cc1cccc(C)c1NC(=O)c1cccc2c1C(=O)N(C1CCCCC1)C2,-12%,19,-4%,-3%,-9%,8%,0%,1%,-2,-13%,-4
COc1cc(C(=O)Nc2cccc(-c3nc4cc(C)ccc4o3)c2)cc(OC)c1OC,-15%,-1,-3%,2%,18%,?,20%,1.7µM*,2,-4%,6
Cc1ccccc1Nc1nc(N)nc(CN2CCN(c3ccccn3)CC2)n1,4%,4,8%,0%,-3%,-24%,2%,5%,0,-7%,0

# Assay outcomes as filed in PubChem BioAssay.
